Screens: PubChem, National Center for Advancing Translational Sciences (NCATS)
Vif-A3G inh = qHTS for Inhibitors of Vif-A3G Interactions: qHTS; DNA dC->dU-editing enzyme APOBEC-3G (Homo sapiens), Q9HC16; HeLa A3G-eYFP + Vif (tagged APOBEC3G with the HIV-1 protein that degrades it), YFP fluorescence, overnight; Potency, µM (highest dose often 46.1 µM), for the others: at the highest dose activity, negative = active, hits mostly inhibitors; 0.076% of 410,000 active;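 note: potency is the fitted concentration of half-maximal effect; % is set by controls: 0 for no effect and ±100 for the full control effect; nearly all actives have a fitted effect of over 60% in size; hits raise eYFP signal because A3G escapes Vif-driven loss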
Target sequence (Q9HC16 whole entry, looked up): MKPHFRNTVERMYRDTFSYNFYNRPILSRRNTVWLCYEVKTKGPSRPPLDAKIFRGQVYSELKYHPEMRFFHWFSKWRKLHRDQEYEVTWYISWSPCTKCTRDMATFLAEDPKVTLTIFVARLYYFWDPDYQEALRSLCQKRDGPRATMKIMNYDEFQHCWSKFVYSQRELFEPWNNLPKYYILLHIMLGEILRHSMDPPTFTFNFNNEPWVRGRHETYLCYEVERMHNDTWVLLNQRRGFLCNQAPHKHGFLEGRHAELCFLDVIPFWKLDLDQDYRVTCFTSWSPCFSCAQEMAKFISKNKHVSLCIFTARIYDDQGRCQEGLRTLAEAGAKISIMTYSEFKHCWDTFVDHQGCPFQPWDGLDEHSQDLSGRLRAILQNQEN
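Read-out is eYFP fluorescence (Ex 488/Em 500-530) from Vif-expressing HeLa A3G-eYFP cells; more signal means A3G escaped Vif-mediated degradation. Cells plated overnight, compound pinned in, incubated overnight at 37 deg C.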
PI4K2A inh = qHTS for small molecular inhibitors of PI4K2A | Phosphatidylinositol 4-kinase type 2-alpha (Homo sapiens), Q9BTU6 | activity change, negative = inhibition, % at 76.9 µM | 0.13% of 420,000 active | purified PI4K2A, ADP-Glo luminescence, 1 h; stronger effect = lower value; in the data active = activity change below about -50%; inconclusive = mostly about -30% to -49%;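 note: -100% = wells without enzyme as full effect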
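PI4K2A activity was measured by ADP-Glo luminescence: enzyme (4 ug/mL stock) and phosphatidylinositol (1.2 mM stock) in Tris pH 7.5/MgCl2/EGTA/Triton X-100 buffer were reacted with ATP (300 microM stock) for one hour at ambient temperature.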
Vif-APOBEC3F blk = qHTS for Inhibitors of Vif-A3F Interactions: qHTS. 0.2% of 390,000 active. AID 602313, 2012. HeLa A3F-eYFP + Vif (tagged APOBEC3F with the HIV-1 protein that degrades it), YFP fluorescence increase. Potency, µM (series often up to 46.1 µM), without a hit: top-dose activity, negative = active; note: potency is the fitted concentration of half-maximal effect; % of control where 0% means no effect; nearly all actives have a fitted effect of over 65% in size
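Fluorescence increase (Ex 488/Em 500-530) after overnight compound treatment at 37 deg C flags inhibition of Vif-driven A3F-eYFP loss in stable HeLa A3F-eYFP/Vif cells seeded overnight beforehand.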
RXFP1 ag = qHTS Assay for Agonists of the Relaxin Receptor RXFP1 | HEK293T-RXFP1 cAMP TR-FRET, 30 min; response scale: percent of porcine relaxin response, buffer zero | Potency, µM (doses to about 57.5 µM), for inactives: at the highest dose activation, hits mostly activators | 0.3% of 370,000 active | AID 2676, 2010; note: potency is the fitted concentration of half-maximal effect; % is set by controls: 0 for no effect and ±100 for the full control effect; nearly all actives have a fitted effect of over 60% in size; many of its hits are not listed in these tables
Target sequence (Q9HBX9 whole entry, looked up): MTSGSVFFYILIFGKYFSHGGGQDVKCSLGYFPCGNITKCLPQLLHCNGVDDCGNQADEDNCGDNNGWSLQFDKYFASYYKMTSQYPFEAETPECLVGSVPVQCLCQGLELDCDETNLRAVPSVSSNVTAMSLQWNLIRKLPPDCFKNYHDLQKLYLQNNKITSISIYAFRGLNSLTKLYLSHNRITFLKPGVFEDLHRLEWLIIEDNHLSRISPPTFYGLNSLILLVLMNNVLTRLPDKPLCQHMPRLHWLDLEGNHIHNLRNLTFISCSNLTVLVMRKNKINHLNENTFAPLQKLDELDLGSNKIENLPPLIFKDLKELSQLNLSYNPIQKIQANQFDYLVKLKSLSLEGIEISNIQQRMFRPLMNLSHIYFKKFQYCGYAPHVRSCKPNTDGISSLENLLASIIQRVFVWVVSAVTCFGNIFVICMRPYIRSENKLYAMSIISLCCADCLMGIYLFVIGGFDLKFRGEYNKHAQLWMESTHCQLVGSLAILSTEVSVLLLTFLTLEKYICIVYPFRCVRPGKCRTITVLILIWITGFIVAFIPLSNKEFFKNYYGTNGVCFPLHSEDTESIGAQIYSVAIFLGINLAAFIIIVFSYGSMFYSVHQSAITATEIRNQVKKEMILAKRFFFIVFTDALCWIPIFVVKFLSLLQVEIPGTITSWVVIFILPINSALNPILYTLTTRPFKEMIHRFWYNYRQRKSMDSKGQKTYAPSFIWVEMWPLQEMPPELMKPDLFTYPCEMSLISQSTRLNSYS
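Agonist response is measured as cAMP accumulation in an RXFP1-transfected HEK293T line under PDE4 inhibition. Values are scaled between buffer-only and 29 nM porcine relaxin, and EC50s come from standard Hill equation fits.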
USP1 inh = Inhibitors of USP1/UAF1: Primary Screen; recombinant USP1/UAF1, Ub-Rhodamine cleavage fluorescence; AID 743255, 2014; 0.23% of 390,000 active; Potency, µM (titrated, usually from 57.1 µM), for inactives: top-dose activity change, negative = inhibition, actives largely listed as inhibitors; Ubiquitin carboxyl-terminal hydrolase 1 (Homo sapiens), O94782; note: potency is the fitted concentration of half-maximal effect; % is set by controls: 0 for no effect and ±100 for the full control effect; nearly all actives have a fitted effect of over 60% in size; inactives centre near -12
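1 nM enzyme complex + cpd, 15 min RT; start with Ub-Rho 150nM final; kinetic fluorescence ex 480/em 540, 6 reads q60 s. Buffer 50mM HEPES pH 7.8, 0.5mM EDTA, 0.1 mg/ml BSA, 1mM TCEP, 0.01% Tween-20.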
TrxR1 substrate = qHTS Assay for Substrates of Mammalian Selenoprotein Thioredoxin Reductase 1 (TrxR1): qHTS. Thioredoxin reductase 1, cytoplasmic (Rattus norvegicus), O89049. purified TrxR1 substrate turnover, NADPH consumption readout. Potency, µM (titrated, usually from 114 µM), for the others: top-dose activity change, negative = substrate turnover. 0.01% of 390,000 active. AID 588456, 2011; note: potency is the fitted concentration of half-maximal effect; % is set by controls: 0 for no effect and ±100 for the full control effect; nearly all actives have a fitted effect of over 50% in size
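Rat TrxR1, dispensed at 90 nM, was prereduced with 400 uM NADPH (final) for 5 min at ~22 deg C, then incubated with compound 15 min before 400 uM selenite. A first-read NADPH fluorescence drop versus no-compound background flagged substrates.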
Glioma ERSR ind = qHTS for Inducers of the Endoplasmic Reticulum Stress Response (ERSR) in Human Glioma: qHTS; Potency, µM, for inactives: at the highest dose activation, most hits filed as activators; U87-MG GRP78 promoter luciferase reporter, 16 h; AID 602332, 2012; 0.02% of 420,000 active; note: potency is the fitted concentration of half-maximal effect; series mostly up to about 76 µM; % of control where 0% means no effect; nearly all actives have a fitted effect of over 35% in size
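Stably transfected U87-MG glioma cells carrying a GRP78-based luciferase sensor; 16 h compound incubation. Luminescence end-point read 10 min after Bright-Glo addition at room temperature.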
IDH1 R132H inh = qHTS for Inhibitors of mutant isocitrate dehydrogenase 1 (IDH1): qHTS. IDH1-R132H enzyme, NADPH consumption, diaphorase/resazurin fluorescence. 0.093% of 390,000 active. AID 602179, 2012. Isocitrate dehydrogenase [NADP] cytoplasmic (Homo sapiens), O75874. Potency, µM (titrated, usually from 76.6 µM), inactives show at the top dose activity change, negative = inhibition, actives largely listed as inhibitors; note: potency is the fitted concentration of half-maximal effect; % is set by controls: 0 for no effect and ±100 for the full control effect; nearly all actives have a fitted effect of over 65% in size
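IDH1-R132H (0.5 ug/mL) preincubated 30 min with compound, then NADPH (0.016 mM) and alpha-KG (2 mM) added; 80 min at RT, pH 7.5. Remaining NADPH coupled via diaphorase/resazurin to fluorescence (540/590 nm); concentration-response curves normalized to no-enzyme control.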
LDHA block = qHTS assay for inhibitors of human lactate dehydrogenase | L-lactate dehydrogenase A chain (Homo sapiens), P00338 | purified LDHA, NADH/diaphorase-resazurin fluorescence; stronger effect = lower value | activity change, % (values are at about 110 or 230 µM) | 0.15% of 480,000 active | AID 1347041, 2019; in the data active = activity change below about -30%; inconclusive = mostly about -25% to -30%;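 note: plate controls were DMSO wells for no effect and wells without enzyme for full effect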
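Enzyme activity of human lactate dehydrogenase 5 (2 nM; 0.06 mM NADH, 0.2 mM pyruvate, 5 min, RT) is measured via a resazurin/diaphorase fluorescence readout of residual NADH.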
* hit, by the source's call; ? = inconclusive; nt = no result given; & = joins results of further samples; [ ] = another dose, or the depositor's remark. Unless noted, calls come from the whole dose curve; as a rule, active = well fitted curve in the direction sought with a large enough effect; inconclusive = small, poorly fitted or top-dose-only effect, or another doubt; inactive = no such curve, though single readings can be large; an effect the other way counts as inactive or inconclusive. A portion of the library, so the mix of outcomes need not match the whole.

nr	compound	Vif-A3G inh	PI4K2A inh	Vif-APOBEC3F blk	RXFP1 ag	USP1 inh	TrxR1 substrate	Glioma ERSR ind	IDH1 R132H inh	LDHA block
1	Cc1ccc(C)c(N(C(=O)CNC(=O)c2ccco2)C(C(=O)NC2CCCCC2)c2ccncc2)c1 (stereo not drawn)	2%	0	1%	2.4%	1%	-2%[57.1 µM]	2%	-2%	-8
2	CCN1CCc2c(sc(NC(=O)Nc3ccc(Cl)c(Cl)c3)c2C(N)=O)C1	?	2	?	1.5%	?	-5%	3%	-1%	7&1
3	Cc1cc(C)n(CC2CC(=O)N(c3ccc(F)c(Cl)c3)C2=O)n1 (stereo not drawn)	4%	3	5%	0.7%	1%	2%	-2%	4%	-8
4	Cc1ccc2c(CSc3nnc(C4CC4)n3N)cc(=O)oc2c1	2%	-2	0%	0.2%	1%	-1%	-4%	0%	-3
5	COc1ccc(S(=O)(=O)Nc2ccc(Cc3ccncc3)cc2)cc1OC	0%	-2	-4%	-3.1%	2%	-3%	-4%	-1%	2
6	CCOC(=O)C1CCCN(C(=O)c2cn(C)c3ccc(S(=O)(=O)N(C)C)cc3c2=O)C1 (stereo not drawn)	2%	-1	1%	4.4%	-6%	-11%	-3%	-10%	-19
7	COc1ccc2c(CNCCc3cccs3)c(C(=O)O)n(Cc3ccccc3C)c2c1	2%	5	-17%	-0.9%	-1%	-1%	-2%	-12%	0
8	O=C(COC(=O)CSc1ccc(Cl)cc1)Nc1ccc2[nH]c(=O)[nH]c2c1	-1%	-3	-11%	nt	7%	-3%[2.29 µM]	-1%	4%	-3
9	CC1CCc2c(C(=O)Nc3ccc(OC(F)(F)F)cc3)csc2C1 (stereo not drawn)	1%	7	-15%	-1.5%	-16%	-6%	1%	-1%	-6
10	COc1ccc(-n2cc(-c3ccccc3)c3c(N4CCN(CCO)CC4)ncnc32)cc1	2%	5	0%	-1.3%	-11%	9%	1%	6%	10
11	COc1ccc(CC(=O)Nc2ccc(C)cc2O)cc1S(=O)(=O)N1CCOCC1	0%	1	-6%	0.8%	-9%	-8%	-3%	2%	3
12	Cn1c2ccccc2c2nnc(SCc3ccc4nonc4c3)nc21	-3%	5	-6%	1.4%	-2%	-2%	0%	5%	2
13	N#Cc1ccccc1COC(=O)c1cc(S(=O)(=O)N2CCOCC2)ccc1F	1%	-4	-1%	nt	-27%	nt	9%	0%	-4
14	Cc1c(CCNC(=O)C(C)(C)C)sc2nc(-c3ccc(F)cc3)nn12	nt	-2	nt	2.8%	-18%	0%[57.1 µM]	nt	nt	-7
15	COc1ccc(-c2cc(C(=O)NCc3ccco3)no2)cc1OC	-1%	4	6%	-0.4%	-12%	-8%	-1%	3%	-7
16	CC(C)CCNC(=O)C1CCN(S(=O)(=O)c2ccc(-n3cnnn3)cc2)CC1	3%	0	5%	0.7%	2%	-6%[57.1 µM]	-2%	2%	-8
17	CC1CC2(CC(C)(C(=O)CSc3nc4ccccc4s3)OC2=O)C(=O)O1 (stereo not drawn)	3%	-7	-5%	2.4%	-22%	3%	-3%	0%	-8
18	COc1ccccc1-n1cc(C(=O)N2CCCC(CO)(Cc3ccccc3C)C2)cn1 (stereo not drawn)	-6%	-8	-6%	-0.6%	-10%	-19%[57.1 µM]	-1%	2%	0
19	COc1cc(C2C(C#N)=C(N)OC3=C2C(=O)CCC3)c([N+](=O)[O-])cc1OC (stereo not drawn)	3%	-8	-4%	-0.2%	-26%	10%[57.1 µM]	-1%	-18%	6
20	Cc1cc(NC(=O)Nc2csc3c2CCCC3)ccc1Br	1%	2	0%	0.3%	-18%	0%	-4%	30%	-6
21	O=C(CCSCCc1ccccn1)Nc1ccc(Cl)cn1	-4%	4	1%	-2.5%	-16%	8%	-2%	-1%	1
22	O=C(CSc1nc2ccccc2n1Cc1ccc(Cl)cc1)N/N=C/c1ccc(C(=O)O)cc1	1%	-1	6%	-1.1%	-21%	-8%	2%	-3%	-2
23	COc1ccc(C)cc1NC(=O)Cn1c(=O)oc2cc(S(=O)(=O)N3CCCCCC3)ccc21	2%	2	0%	1.1%	-9%	3%[57.1 µM]	-2%	-2%	2
24	Cc1cc2cc(CN(Cc3ccc4c(c3)OCO4)C(=O)c3cnccn3)c3nnnn3c2cc1C	-8%	2	nt	0.4%	-3%	2%	2%	-3%	1
25	CCc1ccc2[nH]c(=O)c(C(c3nnnn3Cc3ccccc3)N3CCOCC3)cc2c1 (stereo not drawn)	0%	-1	-4%	-0.3%	-13%	6%	-3%	0%	-1
26	Cc1ccc(S(=O)(=O)NC(=O)NC2=NC(C)(C)N(c3ccc(Cl)c(Cl)c3)C(N)=N2)cc1	0%	-3	nt	nt	nt	nt	-2%	nt	-7
27	COc1ccc(NC(=O)CC(C)c2ccccc2)cc1S(=O)(=O)N1CCOCC1 (stereo not drawn)	3%	-1	5%	0.9%	-19%	7%	0%	6%	0
28	Nc1ccc2oc(-c3ccccc3Cl)nc2c1	-7%	-11	-7%	4.0%	-17%	-6%	-13%	3%	11
29	COc1cc(NS(=O)(=O)c2c(C(=O)N3CCCCC3)c(C)n(C)c2C)cc(OC)c1OC	1%	2	-1%	-1.9%	-17%	-6%[57.1 µM]	-2%	25%	3
30	CCOC(=O)N1CCN(S(=O)(=O)c2ccc3c(c2)SCC(=O)N3)CC1	-1%	-3	-5%	0.0%	-15%	-7%	-5%	4%	3
31	COc1cc(C(=O)NC(=S)Nc2nc(-c3ccc(F)cc3)cs2)cc(OC)c1OC	-2%	-1	3%	0.1%	-19%	-4%	1%	0%	-4
32	Fc1ccc(-c2ccc3nccn3c2)cc1Cl	-8%	-4	nt	nt	nt	nt	1%	nt	0
33	Cc1cccc(C(=O)Nc2nnc(S(=O)(=O)N3CCCCCC3)s2)c1	-2%	-3	0%	5.3%	?	6%	-2%	39%[activator]	-10
34	CCOc1ccc(OCC)c(NC(=O)C2CCN(S(=O)(=O)c3cn(C)cn3)CC2)c1	7%	3	7%	2.4%	-16%	0%[57.1 µM]	-1%	11%	7
35	COc1ccc(NC(=O)C2(C)CCN2Cc2ccc3ccccc3c2)cc1OC (stereo not drawn)	-14%	-6	nt	nt	nt	nt	-4%	nt	1
36	O=C(CNC(=O)c1cccc(OC(F)F)c1)OCc1cc(=O)n2cc(Br)ccc2n1	-1%	-7	0%	25%	-8%	-9%	-5%	-1%	-1
37	CCOc1ccc(C(=O)Nc2ccc(OCc3cc(=O)n4cccc(C)c4n3)cc2)cc1	-1%	3	7%	5.0%	?	1%[57.1 µM]	-4%	10%	-6
38	Cc1ccc(/C=C/c2onc(C)c2S(=O)(=O)N2CCC(C(=O)N3CCN(c4cc(C)ccc4C)CC3)CC2)cc1	3%	3	-4%	1.2%	-26%	-2%[57.1 µM]	-1%	-7%	1
39	CC(C)CCNC(=O)CCCOc1cc(=O)n(C)c2ccccc12	2%	6	1%	1.3%	-3%	-9%	-2%	-2%	-4
40	O=C(N/N=C/c1ccc(OC(=O)c2ccc([N+](=O)[O-])cc2)cc1)c1cccnc1	0%	1	0%	-1.6%	-22%	-1%	-5%	1%	-3
41	c1ccc2c(c1)CCN(CCCNc1nc3ccccc3n3cnnc13)C2	1%	-1	-5%	8.9%	?	2%	-2%	10%	-1
42	CCN(CC(=O)N1CCC(C)CC1)S(=O)(=O)c1ccc(C)cc1	1%	-5	3%	-2.8%	-6%	-3%	-4%	7%	2
43	COc1ccc(/C=C2/Sc3ccc(C(=O)NCCCN4CCOCC4)cc3NC2=O)cc1OC	?	-3	?	-0.6%	-13%	-5%	-6%	1%	-3
44	COc1ccc(/C=N/Nc2ccccc2C(=O)O)cc1Cn1cc([N+](=O)[O-])cn1	-4%	2	0%	-3.1%	-1%	-9%	7%	-4%	6
45	CC1CCCCC1NC(=O)CN1C(=O)c2ccccc2S1(=O)=O (stereo not drawn)	-2%	-1	9%	2.5%	-13%	-2%	0%	-10%	-2
46	CCN1C(=O)[C@H]2[C@@H](c3ccc(-c4ccc(OC)cc4)cc3)N3CCCC[C@@]3(C(=O)OC)[C@H]2C1=O	4%	1	0%	-1.4%	-19%	2%[57.1 µM]	-5%	-4%	-1
47	O=C(NNC(=S)Nc1ccccc1C(F)(F)F)c1ccc(Br)o1	1%	3	0%	2.6%	-12%	-7%[57.1 µM]	-5%	-5%	-4
48	COc1cc(-c2nc(-c3ccc(Br)o3)no2)cc(OC)c1OC	1%	1	-9%	1.2%	-21%	1%	1%	5%	-10
49	COc1cc(C(=O)NCC(=O)OCC(=O)c2ccc[nH]2)cc(OC)c1OC	-8%	-7	-4%	0.1%	-17%	8%[57.1 µM]	-3%	8%	3
